FEN1 inhibitor: human FEN1 inhibition. Recombinant FEN1 flap cleavage, fluorescence, 15 min. Potency, µM (highest dose often 114 µM), without a hit: top-dose activity change, negative = inhibition, hits mostly inhibitors. hit rate 0.35% among 390,000. AID 588795; note: nearly all actives have a fitted effect of over 65% in size
Target sequence (P39748 whole entry, looked up): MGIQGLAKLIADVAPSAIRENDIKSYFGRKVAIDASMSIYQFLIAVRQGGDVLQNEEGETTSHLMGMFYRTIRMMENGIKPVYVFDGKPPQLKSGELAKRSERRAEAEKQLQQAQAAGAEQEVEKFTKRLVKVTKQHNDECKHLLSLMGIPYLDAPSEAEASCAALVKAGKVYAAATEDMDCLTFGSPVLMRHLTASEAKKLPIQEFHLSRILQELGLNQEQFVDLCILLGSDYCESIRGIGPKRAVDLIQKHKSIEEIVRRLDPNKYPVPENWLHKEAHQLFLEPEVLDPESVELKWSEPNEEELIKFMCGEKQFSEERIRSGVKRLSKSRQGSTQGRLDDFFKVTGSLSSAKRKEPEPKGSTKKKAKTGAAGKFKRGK
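Enzyme 10 nM, 15 min RT preincubation with compound; start with substrate 50 nM final; reads at 0 and 15 min; qHTS titration, four-parameter Hill fit.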
N370S GC: N370S glucocerebrosidase modulation, Gaucher chaperone candidate; N370S GC spleen homogenate, 4MU-glucoside fluorescence; P04062; hit rate 0.092% among 330,000; Potency, µM (highest dose often 59.4 µM), without a hit: top-dose activity change, negative = inhibition, most hits filed as inhibitors;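 note: 0% = full enzyme activity and -100% = no enzyme basal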
KAT2A inh: blocks human GCN5L2 histone acetyltransferase; Q92830; GCN5L2 HAT assay, ThioGlo1 CoA-SH fluorescence; Potency, µM (titrated, usually from 58.9 µM), inactives show at the highest dose activity change, negative = inhibition, hits mostly inhibitors; hit rate 0.21% among 390,000; AID 504327
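qHTS, 1536-well. 20nM enzyme, pH 7.5 HEPES/EDTA/Tween-20 buffer; 15 min compound preinc., RT. Start: 75uM H3(1-25), 70uM AcCoA, 50uM ThioGlo1. Read Ex340/Em540 at t=0 (autofluorescence flag) and t=20 min.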
An asterisk follows results filed as active; ? = inconclusive; nt = no result given; & = joins results of further samples. Calls come from the whole dose curve; as a rule, active = well fitted curve in the direction sought with a large enough effect; inconclusive = small, poorly fitted or top-dose-only effect, or another doubt; inactive = no such curve, though single readings can be large; an effect the other way counts as inactive or inconclusive. Unless noted, % is set by controls: 0 for no effect and ±100 for the full control effect; potency is the fitted concentration of half-maximal effect.

SMILES	FEN1 inhibitor	N370S GC	KAT2A inh
Cc1cccnc1CCNC(=O)C1CCC(=O)N(Cc2cccc(F)c2)C1 (stereo not drawn)	7%	-4%	?
Cc1cccc(-n2ncc(C(=O)Nc3ccc4c(c3)OCO4)c2C2CCN(C(=O)OC(C)(C)C)CC2)c1	-18%	nt	?
Cc1ccc(S(=O)(=O)Nc2nc3n(n2)C(c2ccc(F)cc2)C=C(c2ccccc2)N3)cc1 (stereo not drawn)	-1%	nt	-2%
Cc1cccc(N2C(=O)c3ccc(C(=O)Nc4ccccn4)cc3C2=O)c1	-3%	-5%	-3%
CS(=O)(=O)N1CCC2(CCN(c3cccc(-c4ccccc4)c3)CC2)CC1	nt	-10%	-6%
CC(C)c1ccc(CNc2nc(-c3ccco3)nn2C(=O)c2ccc([N+](=O)[O-])cc2)cc1	-2%	nt	-12%
CN1CCN(c2nc3c(c(=O)[nH]c(=O)n3C)n2Cc2ccccc2F)CC1	10%	-2%	-8%
CCOc1ccccc1C(=O)Nc1cc(OC)ccc1OC	?	25%	-15%
O=C(/C=C/c1ccccc1Cl)N1CCC(c2nc3ccccc3o2)CC1	-23%	nt	-11%
COc1ccccc1C(=O)N/N=C(\C)CC(=O)Nc1ccccn1	-13%	-1%	3%
Cc1cccc(OC(C)C(=O)N2CCN(Cc3ccc4c(c3)OCO4)CC2)c1 (stereo not drawn)	-5%	-6%	-8%
Cc1cccc(N/C(N)=N/c2nc(C(F)(F)F)cc(C(F)(F)F)n2)c1	16%	3%	2%
CCc1ccc(NC(=O)C2=CC(c3ccc4c(c3)OCO4)=NS(=O)(=O)N2C)cc1	0%	nt	-14%
CCC(C)NC(=O)c1cccc(OCc2c(C)noc2C)c1 (stereo not drawn)	-3%	10%	-6%
Cc1ccc(NC(=O)/C(C#N)=C/c2ccccc2C(F)(F)F)cc1	-7%	9%	-6%
Cc1ccc(-c2noc(CCC(=O)NCc3ccc4c(c3)OCO4)n2)cc1	6%	2%	-17%
CC(C)(O)c1[nH]c2ccc(C#N)cc2c1C(C)(C)O	1%	4%	1%
Cc1ccccc1-c1nc(N2CCOCC2)c2ccccc2n1	nt	-2%	?
COc1ccc(OC)c(Nc2nc(N)c([N+](=O)[O-])c(NCc3ccccc3)n2)c1	-4%	6%	-1%
COC(=O)c1c(N)c(C#N)c2n1CCCCC2	-4%	7%	-4%
COc1ccc(CCN(C(=O)C(F)(F)F)C(C(=O)NC2CCCCC2)c2ccc(C)s2)cc1OC (stereo not drawn)	-11%	-2%	12%
Cc1cc(=O)[nH]c(N/N=C/c2ccco2)n1	8%	0%	-13%
CC(C)N(CCn1cnc2c([nH]c3ccccc32)c1=O)C(C)C	1%	-4%	-9%
CCn1cc(CNC(=S)Nc2cccc3ccccc23)cn1	-2%	0%	24%
O=C(Oc1ccc(N2C(=O)CCC2=O)cc1)c1ccco1	-1%	5%	-12%
Cc1ccc(-n2c(SCc3ccccc3F)nc3[nH]ncc3c2=O)cc1C	-16%	nt	0%
Cc1nc2c(C(=O)NCCC(C)C)c[nH]n2c(=O)c1Cl	-3%	-2%	-2%
COCCN(C(=O)CSc1nnc(-c2cccc(F)c2)n1N)c1c(N)n(Cc2ccccc2)c(=O)[nH]c1=O	23%	-2%	0%
COc1ccc(Cc2nnc(SCC(=O)N3CCCC(C)C3)o2)cc1 (stereo not drawn)	?	17%	8%
COCCCNC(=O)/C(C#N)=C/c1c(N2CCN(C)CC2)nc2ccccn2c1=O	-14%	?	-14%
COc1ccc2cc3cc(C(=O)N4CCN(C5CCCCC5)CC4)oc3nc2c1	-3%	?	0%
NC(=O)CC(NC(=O)Cc1cccc2ccccc12)c1ccc(NCCc2ccccc2F)c([N+](=O)[O-])c1 (stereo not drawn)	-1%	3%	5%
COc1ccc(C(=O)OCC(=O)NC2CCCCCC2)c(OC)c1	2%	-3%	-1%
Cc1ccc(OC(C)C(=O)Nc2ccc(S(=O)(=O)N3CCOCC3)cc2)cc1 (stereo not drawn)	-13%	5%	1%
C=CC[C@H](CC(=O)NCCO)C(=O)N[C@H](COC(=O)[C@H](CC=C)CC(=O)OC(C)(C)C)Cc1c[nH]c2ccccc12	-12%	nt	-1%
C#Cc1ccc([C@H]2C=C(C(=O)OCC=C)O[C@@H](OCC)[C@@H]2CCCO)cc1	-6%	-8%	2%
Nc1nc(-c2ccc(F)cc2)cs1	4%	20%	2%
O=C(NCCN1CCCCC1)c1ccc(Oc2cc(Cl)cc(Cl)c2)o1	0%	?	-10%
CCOc1ccc(Nc2ncnc3scc(-c4ccc(OC)cc4)c23)cc1	-4%	nt	-12%
CN(C)S(=O)(=O)c1ccc(SCC(=O)N2CC(=O)Nc3ccccc32)nc1	6%	nt	-10%

In another format: entries from further up
FEN1 inhibitor,N370S GC,KAT2A inh,SMILES
-3%,-2%,-2%,Cc1nc2c(C(=O)NCCC(C)C)c[nH]n2c(=O)c1Cl
23%,-2%,0%,COCCN(C(=O)CSc1nnc(-c2cccc(F)c2)n1N)c1c(N)n(Cc2ccccc2)c(=O)[nH]c1=O
?,17%,8%,COc1ccc(Cc2nnc(SCC(=O)N3CCCC(C)C3)o2)cc1 (stereo not drawn)
-14%,?,-14%,COCCCNC(=O)/C(C#N)=C/c1c(N2CCN(C)CC2)nc2ccccn2c1=O
-3%,?,0%,COc1ccc2cc3cc(C(=O)N4CCN(C5CCCCC5)CC4)oc3nc2c1
-1%,3%,5%,NC(=O)CC(NC(=O)Cc1cccc2ccccc12)c1ccc(NCCc2ccccc2F)c([N+](=O)[O-])c1 (stereo not drawn)
2%,-3%,-1%,COc1ccc(C(=O)OCC(=O)NC2CCCCCC2)c(OC)c1
-13%,5%,1%,Cc1ccc(OC(C)C(=O)Nc2ccc(S(=O)(=O)N3CCOCC3)cc2)cc1 (stereo not drawn)
-12%,nt,-1%,C=CC[C@H](CC(=O)NCCO)C(=O)N[C@H](COC(=O)[C@H](CC=C)CC(=O)OC(C)(C)C)Cc1c[nH]c2ccccc12
-6%,-8%,2%,C#Cc1ccc([C@H]2C=C(C(=O)OCC=C)O[C@@H](OCC)[C@@H]2CCCO)cc1
4%,20%,2%,Nc1nc(-c2ccc(F)cc2)cs1
0%,?,-10%,O=C(NCCN1CCCCC1)c1ccc(Oc2cc(Cl)cc(Cl)c2)o1
-4%,nt,-12%,CCOc1ccc(Nc2ncnc3scc(-c4ccc(OC)cc4)c23)cc1
6%,nt,-10%,CN(C)S(=O)(=O)c1ccc(SCC(=O)N2CC(=O)Nc3ccccc32)nc1

(further entries)
SMILES	FEN1 inhibitor	N370S GC	KAT2A inh
CC(=O)N1c2ccc(S(=O)(=O)NCCC(=O)Nc3ccc(F)cc3)cc2CC1C (stereo not drawn)	0%	-4%	1%
CCCCCCc1nc(C(N)=O)c2[nH]c(=O)n(-c3ccc(OCC)cc3)c2n1	-1%	0%	-6%
CCCCn1c(N)c(N(CCC(C)C)C(=O)C2CCCC2)c(=O)[nH]c1=O	9%	nt	-1%
CCC(C)NC(=O)CCSCCC(=O)NC(C)CC (stereo not drawn)	-2%	3%	-2%
Cc1ccc(S(=O)(=O)N2CCN(Cc3nc4ccc(C)cc4o3)CC2)cc1	-3%	nt	-2%
CC1CC2(NC(=O)NC2=O)C(C)CN1C (stereo not drawn)	10%	5%	0%
O=C(Nc1ncn[nH]1)c1ccccc1O	-12%	-1%	18%
COc1ccc(-c2nc(NC(=O)CCNC(=O)c3ccco3)sc2C)cc1	-17%	-11%	-16%
COc1ccccc1OCCNC(=O)Cc1ccc(S(=O)(=O)N2CCOCC2)s1	-1%	-1%	2%
Cc1ccc2c(C)c(C(=O)N(Cc3ccccc3)C3CCS(=O)(=O)C3)oc2c1 (stereo not drawn)	-15%	-6%	-12%
O=C(CN(CCc1ccccc1)C(=O)CNS(=O)(=O)c1ccc(F)cc1)NCc1ccco1	-6%	22%	-1%
O=C(COC(=O)COc1ccccc1)NC1CCCC1	20%	nt	1%
COc1cc(OC)cc(C(=O)N[C@H](C(=O)OCc2cc(=O)oc3cc(C)ccc23)C(C)C)c1	1%	nt	0%
COc1cc(OC)cc(-c2sc3ccc(OC)cc3c2C#CCO)c1	-13%	nt	-11%
COc1ccccc1NC(=O)C1=C(C)Nc2nnnn2C1c1cccc(Br)c1 (stereo not drawn)	-4%	16%	-2%
CN(C)/C=C(\C#N)S(=O)(=O)C(C)(C)C	19%	8%	-3%
COc1cc(CN2CCN(S(=O)(=O)c3ccc(NC(C)=O)cc3)CC2)cc(OC)c1O	-12%	-6%	3%
CCc1nc2ccccc2n1CCCCOc1ccc(C)cc1	2%	nt	-10%
CCN(CC)c1ccc(/C=N/OCC(=O)N2CCCc3ccccc32)cc1	-14%	0%	-10%
N#CCC(=O)Nc1ccc(C(=O)OCC(=O)N=c2sccn2Cc2ccccc2Cl)cc1	-15%	-5%	-32%
O=C(CN1C(=O)c2ccccc2C1=O)Nc1nnc(C2CCCO2)s1 (stereo not drawn)	1%	-2%	-4%
COc1ccc(N2CCN(S(=O)(=O)c3ccc4c(c3)CC(C)N4C(=O)C3CC3)CC2)cc1 (stereo not drawn)	-2%	2%	1%
O=C(CSc1nccn1Cc1ccccc1)NCc1ccc(F)cc1	3%	nt	-12%
CCC(=O)N1c2ccccc2C(C)(c2ccccc2)CC1(C)C (stereo not drawn)	7%	nt	2%
COCCn1ccc2c(OCC(=O)NCc3ccccc3)cccc2c1=O	-2%	2%	1%
COc1cc(/C=C(\NC(=O)c2ccccc2)C(=O)Nc2cccc(O)c2)c([N+](=O)[O-])cc1OC	-5%	-2%	3%
CCCCn1c(=O)c(C(=O)N/N=C/c2ccc(F)cc2)c(O)c2ccccc21	nt	5%	-7%
CC(C)C(NC(=O)C12CC3CC(CC(C3)C1)C2)C(=O)NC1=NCCS1 (stereo not drawn)	nt	3%	-22%
COc1ccc(C)cc1NC(C)C(=O)NC(=O)NC1CCCCC1 (stereo not drawn)	1%	nt	-3%
CSc1ncccc1C(=O)N1CCCC(CCC(=O)NCc2ccc(F)c(F)c2)C1 (stereo not drawn)	4%	-6%	0%
CCCCn1c(SCC(=O)Nc2ccc3c(c2)OCO3)nc2c1c(=O)n(C)c(=O)n2C	4%	0%	-3%
CCCC[C@H]1COCCS(=O)(=O)N1Cc1cccc([N+](=O)[O-])c1	0%&-6%	4%	-2%
Cc1ccc(O)c(-c2cc(-c3ccccc3C)[nH]n2)c1	-13%	6%	-11%
O=C(NCc1ccccn1)c1cccs1	9%	-13%	-4%
Cc1c(-c2ccccc2)nc2ccccc2c1C(=O)OCC(=O)Nc1ncc(C(F)(F)F)cc1Cl	-11%	-4%	-16%
O=C(NC1(C(F)(F)F)C(=O)Nc2c1c(=O)[nH]c(=O)n2-c1ccccc1)c1ccccc1Cl (stereo not drawn)	10%	nt	1%
O=C(COC(=O)c1cc(=O)[nH]c2ccccc12)NC1CCCC1	-3%	-7%	-7%
Cc1nc(N2CCN(c3ccccc3)CC2)[nH]c(=O)c1C	3%	-4%	-1%
O=C(N1CCOCC1)N1CCN(c2ccccc2F)CC1	19%	-3%	0%
COc1ccc(-c2nn(CCC(=O)O)cc2/C=C2\SC(N)=NC2=O)cc1OC	0%	-8%	-9%
COc1ccc(-n2c(O)c(C=Nc3ccccc3)c3ccccc3c2=O)cc1	1%	18%	-4%
COc1ccc(C(=O)Oc2cc(N)n(S(=O)(=O)c3ccc(C)cc3)n2)cc1	1%	-1%	-1%
COc1cc(CNc2ncn[nH]2)ccc1OCc1cccc(C)c1	17%	-10%	-1%
CC1CCc2onc(C(=O)Nc3ccc(Cl)cc3)c2C1 (stereo not drawn)	-3%	nt	-16%
Cc1ccc(NC(=O)c2cnccn2)c(C)c1	-6%	-9%	-12%
COc1ccc(NC(=O)Nc2ccc3c(c2)C(=O)N([C@H](C)CO)C[C@H](C)[C@@H](CN(C)C(=O)Nc2ccc4c(c2)OCO4)O3)cc1	-3%	nt	-2%
CCCCC(=O)Nc1ccc(C(=O)OC2CCCCC2)cc1	-16%	-8%	-10%
CN(C1CCCCC1)S(=O)(=O)c1cccc(C(=O)Nc2ccccn2)c1	-23%	-4%	-3%
O=C(NCCc1ccccc1)C1(c2ccccc2)CC1(Cl)Cl (stereo not drawn)	9%	7%	-9%
O=C(c1ccc2c(c1)CCN2S(=O)(=O)c1ccc(Cl)cc1)N1CCN(c2ccccc2F)CC1	-14%	nt	-9%
O=C(NCC(=O)N(Cc1ccco1)C(C(=O)NC1CCCC1)c1cccnc1)c1cccs1 (stereo not drawn)	5%	-1%	1%
CC(=O)c1cccc(NC(=O)NCc2cccs2)c1	-1%	-12%	-5%
CCN(CC)Cc1c(O)ccc2c(=O)c(Oc3ccccc3OC)c(C)oc12	-13%	?	-25%
COc1cc(OC)cc(C(=O)Nc2ccc(S(=O)(=O)Nc3onc(C)c3C)cc2)c1	-4%	nt	-5%
COc1cc(NC(=S)NC(=O)c2cccs2)ccc1NC(=O)C(C)C	14%	27%	-5%
Cc1onc(-c2c(F)cccc2Cl)c1C(=O)OCC(=O)NCc1ccccc1	12%	nt	3%
CCN1CCN(C(c2ccccc2Cl)c2sc3nc(-c4ccco4)nn3c2O)CC1 (stereo not drawn)	13%	nt	9%

Screens deposited in PubChem BioAssay by National Center for Advancing Translational Sciences (NCATS).

Random draw from the library. Share with any hit: about 0.54%.
